uPA generation: blocks generation of uPA at the cell surface | hit rate 0.31% among 330,000 | Potency, µM (highest dose often 38.3 µM), for inactives: at the highest dose activity change, negative = inhibition, actives largely listed as inhibitors | AID 540303 | cell surface uPA generation assay, qHTS; active means well fitted inhibition curve with a large enough effect; inconclusive means small, poorly fitted or top-dose-only effect; inactive means no such curve, though single readings can be large or run the other way; tested in mouse RAW 264.7 cells; further: potency means the concentration at half of the fitted maximal effect; on the % scale 0 is the no-effect control and ±100 the full control effect; nearly all actives have a fitted effect of over 55% in size
TCR act: activates T cell receptor signaling; Potency, µM (top dose mostly 9.22 µM), for inactives: at the highest dose activation of IL-2 secretion, actives largely listed as activators; primary human leukocytes, anti-CD3, IL-2 HTRF, 48 h; 330,000 tested, under 10 active; active means well fitted activation curve with a large enough effect; inconclusive means small, poorly fitted or top-dose-only effect, or another doubt; inactive means no such curve, though single readings can be large or run the other way; further: % of control where 0% means no effect
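1) Mix primary human leukocytes, a-CD3 beads and compound. 2) Incubate 48 hr. 3) Add HTRF IL-2 reagents (a-IL-2-K, a-IL-2-d2).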
TSG101-PTAP inh: blocks PTAP/TSG101 interaction to inhibit HIV-1 budding; Q99816; Fluorescence polarization, FITC-PTAP peptide / Tsg101 binding; Potency, µM (series often up to 115 µM), for inactives: at the top dose activity change, negative = inhibition, actives largely listed as inhibitors; 340,000 tested, under 10 active; AID 493005; active means well fitted inhibition curve with a large enough effect in the main read-out, with a control signal flat, not every such curve was filed as active; inconclusive means small, poorly fitted or top-dose-only effect, or effect the other way, or a change in a side signal; inactive means no such curve, though single readings can be large or run the other way; further: potency means the concentration at half of the fitted maximal effect; % of control where 0% means no effect
Target sequence (Q99816 whole entry, looked up): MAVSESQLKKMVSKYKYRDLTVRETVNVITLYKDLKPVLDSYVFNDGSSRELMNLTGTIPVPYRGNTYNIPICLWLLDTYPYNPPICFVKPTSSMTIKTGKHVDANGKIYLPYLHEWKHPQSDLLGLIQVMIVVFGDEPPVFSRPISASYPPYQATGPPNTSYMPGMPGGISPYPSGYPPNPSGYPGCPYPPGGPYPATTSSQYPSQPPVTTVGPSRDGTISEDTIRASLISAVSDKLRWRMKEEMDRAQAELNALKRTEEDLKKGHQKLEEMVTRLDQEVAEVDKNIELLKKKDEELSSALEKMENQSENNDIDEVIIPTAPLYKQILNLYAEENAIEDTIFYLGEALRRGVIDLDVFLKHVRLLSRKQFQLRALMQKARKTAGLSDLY
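Compounds were pin-transferred onto Tsg101 binding domain (10 uM final) in HEPES pH 7.5 buffer, then FITC-PTAP peptide was added at 50 nM final. After 20 min at RT, polarization reported peptide displacement across a qHTS concentration series.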
* marks the source's active call; other numbers are inactive results; ? = inconclusive.

TCR act	uPA generation	TSG101-PTAP inh	canonical_smiles
-2%	2%	-1%	Cc1ccccc1NC(=O)c1ccccc1N(C)S(=O)(=O)c1ccccc1
2%	-9%	-1%	CCC(=O)OCOc1ccc(/C=C2/CCC(CN(C)C)C2=O)cc1 (stereo not drawn)
3%	-9%	27%	Cc1cc2c(=Cc3ccc(N(C)C)cc3)c3ccccc3n2[n+]1C
4%	-9%	?	C=CS(=O)(=O)c1c2cc(OC)ccc2nc2ccc(OC)cc12
7%	10%	2%	O=C(c1cccc(C(F)(F)F)c1)N1CCC(=O)N(C(CO)Cc2ccccc2)CC1 (stereo not drawn)
3%	1%	-4%	O=[N+]([O-])c1cc(-c2cccnc2)n[nH]1
-5%	-2%	4%	N#Cc1cc(Oc2ccc(Cl)cc2)c(N2CCOCC2)cc1C#N
3%	-3%	-2%	O=C(Nc1ccc(OCC(F)(F)C(F)F)c(C(F)(F)F)c1)c1ccccc1
3%	-1%	-3%	COc1cc(OC)c(C(=O)Nc2cc(S(=O)(=O)N3CCOCC3)ccc2N2CCN(C)CC2)cc1OC
-9%	2%	-1%	OCC1OCOC2C(CO)OCOC12 (stereo not drawn)
-6%	14%	1%	CC(C)n1nc(Cc2cccc3ccccc23)c(C#N)c1N
4%	2%	15%	O=C(O)C1CCCCC1C(=O)Nc1ccc(S(=O)(=O)N2CCOCC2)cc1 (stereo not drawn)
0%	?	1%	C[C@@H](NCCCn1ccc(NC(=O)OCc2ccccc2)nc1=O)c1cccc2ccccc12
-5%	-7%	0%	O=C(NOCc1ccccc1)OCc1ccccc1
8%	16%	-7%	CCOC(=O)[C@@H](C)N(C(=O)OC(C)(C)C)S(=O)(=O)N(Cc1ccccc1)[C@H](C(=O)OC)C(C)C
-4%	-6%	-17%	CC1=C(C(=O)Nc2ccccc2)C(c2ccco2)NC(=O)N1 (stereo not drawn)
-1%	-8%	-2%	COc1ccc(C(=O)Nc2cccc([N+](=O)[O-])c2)cc1Br
0%	4%	11%	CCCCCN1C(=O)/C(=C/c2c(N3CCc4ccccc4C3)nc3ccccn3c2=O)SC1=S
1%	6%	-9%	O=C1CCCc2c1oc1c2CCCC1
1%	-6%	-13%	NC(=Nc1ccccc1)N(c1ccccc1)c1ccccc1
-3%	-4%	-9%	CCNc1nc(C)nc2c1cnn2C
-2%	14%	-4%	CCCCNc1ncnc2[nH]ncc12
-3%	2%	-2%	O=C(NCCCc1ccccc1)C(=O)NCC1OCCN1S(=O)(=O)c1cc(F)ccc1F (stereo not drawn)
4%	-17%	-1%	Nc1nccc(SCc2ccc(Cl)cc2Cl)n1
-2%	8%	0%	C=CCOc1nc2c(c(=O)n(Cc3ccc(Cl)c(Cl)c3)c(=O)n2C)n1C
-3%	5%	3%	COC(=O)C1=C(C)N(CCCC(=O)O)C(=O)NC1c1ccc(C#N)cc1 (stereo not drawn)
-5%	-9%	-7%	Fc1ccccc1CSc1ncnc2c1ncn2C1CCCO1 (stereo not drawn)
2%	1%	-3%	Cc1c(C)c2c(c(C)c1O)CC[C@@](C)(CCC[C@H](C)CCC[C@H](C)CCCC(C)C)O2
-12%	-3%	-7%	CCCCCCn1c(CN2CCN(C(=O)OCC)CC2)nc2c1c(=O)n(C)c(=O)n2C
-2%	2%	2%	CC(C)C[C@@H](CNCC(=O)[C@H](CC(C)C)NC(=O)c1[nH]cnc1C(=O)N[C@H](CN)CC(C)C)NC(=O)c1nc[nH]c1C(=O)N[C@@H](CC(=O)O)C(=O)O

Whole records as entered above. Order of values: TCR act | uPA generation | TSG101-PTAP inh
`CC(C)n1nc(Cc2cccc3ccccc23)c(C#N)c1N` in the list: -6% | 14% | 1%
`C=CS(=O)(=O)c1c2cc(OC)ccc2nc2ccc(OC)cc12` in the list: 4% | -9% | ?
`CCC(=O)OCOc1ccc(/C=C2/CCC(CN(C)C)C2=O)cc1` (stereo not drawn) in the list: 2% | -9% | -1%
`C=CCOc1nc2c(c(=O)n(Cc3ccc(Cl)c(Cl)c3)c(=O)n2C)n1C` in the list: -2% | 8% | 0%
`COC(=O)C1=C(C)N(CCCC(=O)O)C(=O)NC1c1ccc(C#N)cc1` (stereo not drawn) in the list: -3% | 5% | 3%

Just uPA generation and TSG101-PTAP inh, for some of the entries so far:
structure,uPA generation,TSG101-PTAP inh
C[C@@H](NCCCn1ccc(NC(=O)OCc2ccccc2)nc1=O)c1cccc2ccccc12,?,1%
O=C(NOCc1ccccc1)OCc1ccccc1,-7%,0%

(further entries)
TCR act	uPA generation	TSG101-PTAP inh	canonical_smiles
9%	0%	-7%	CC(=O)c1ccccc1NC(=O)CN1C(=O)NC2(CCCCCCC2)C1=O
-1%	9%	-4%	NS(=O)(=O)c1cc(C(=O)O)c(NCc2ccco2)cc1Cl
7%	0%	-1%	Nn1c(Cc2ccccc2)nc2ccccc2c1=O
-3%	0%	-1%	C/C(=N\Nc1ccccc1)c1cccs1
5%	5%	-5%	O=C(Nc1ccccc1)OCCc1ccccn1
3%	0%	-9%	CCOc1ccccc1NC(=O)COC(=O)COc1c(Cl)cc(Cl)c2ccc(C)nc12
-3%	10%	-1%	Cc1ccc(C)c(NC(=O)CC2Sc3ccccc3NC2=O)c1 (stereo not drawn)
-2%	-1%	0%	COc1ccccc1-n1nnnc1SCC(=O)NCC1(N2CCCCC2)CCCCC1
-1%	15%	1%	Cc1ccc(S(=O)(=O)N2CCN(C(=O)[C@H](Cc3ccccc3)NC(=O)c3ccco3)CC2)cc1
-5%	-4%	1%	Nc1nc(=O)c2ccccc2s1
1%	7%	1%	Oc1ccc(Cl)cc1C=NN1CCCCCC1
13%	1%	-8%	O=C(O)CC(CN1C(=O)c2ccccc2C1=O)c1ccccc1 (stereo not drawn)
-1%	3%	3%	O=C(NN1CCOCC1)c1ccc(Cl)cc1Cl
2%	-7%	0%	CC(=O)N(C)c1ccc(NC(=O)Nc2ccc(Cl)cc2)cc1
-7%	6%	-4%	CCOC(=O)C1CC2=C(CC(C)(C)CC2=O)N(CCOC)C1=O (stereo not drawn)
-3%	6%	1%	Cc1ccc(C)c(N(CC(=O)N2CCc3ccccc3C2)S(C)(=O)=O)c1
-3%	-3%	-3%	COc1cccc(C(O)C2OC(=O)c3ccccc32)c1OC (stereo not drawn)
-2%	2%	2%	COCCN(C(=O)COC(=O)/C=C/c1ccc(Cl)c(Cl)c1)c1c(N)n(Cc2ccccc2)c(=O)[nH]c1=O
1%	4%	-1%	COc1ccc(-c2cc(C(=O)N(C)CC(=O)Nc3ccccc3C(F)(F)F)c3ccccc3n2)cc1OC
3%	14%	-1%	COc1ccc(S(=O)(=O)N2CCCCC2)cc1NC(=O)Cc1ccc(Br)cc1
4%	-4%	-13%	O=C(O)CC/C(=C/c1cccc(NC(=O)c2ccccc2Cl)c1)c1nc2ccccc2s1
3%	-2%	-2%	CCCCC(=O)Nc1ccc(NC(=O)c2cccs2)cn1
-10%	1%	0%	Fc1ccc(NC(=S)N2CCN(c3ccccn3)CC2)cc1Cl
1%	-1%	-3%	CCCCCn1c(CN2CCN(C(=O)OCC)CC2)nc2c1c(=O)n(C)c(=O)n2C
0%	-4%	-1%	Nc1ccc(CSc2ccc(Cl)cc2)c(Cl)c1
-5%	11%	-2%	O=C(Cc1cccc(NC(=O)C2CCN(C(=O)C3CCCC3)CC2)c1)Nc1cccc(C(=O)N2CCCCC2)c1
-6%	-7%	2%	COc1ccc(-c2nn(-c3ccccc3)cc2CNC[C@H]2O[C@@H](n3cnc(C(N)=O)n3)[C@H](O)[C@@H]2O)cc1
-6%	4%	0%	Cc1ccc(NS(=O)(=O)c2ccc(NC(=O)c3ccc(-c4ccccc4)cc3)cc2)c(C)c1
3%	2%	-4%	O=C(NCCc1ccccc1)c1cccc(NC(=O)C2CCC2)c1
-3%	7%	1%	COc1cc(NS(=O)(=O)c2ccc(N/C=C\C(=O)c3ccc(C)cc3)cc2)nc(OC)n1
-2%	3%	2%	Cc1ccc(Cn2c(C3CCCN3c3nc(-c4cc(Cl)c(N)c(Cl)c4)cs3)nc3cc(Cl)c(Cl)cc32)cc1 (stereo not drawn)
-4%	4%	0%	COc1cnn(-c2cccc(Cl)c2)c(=O)c1Cl
5%	5%	0%	CCC(c1nnc(SCC(=O)N(C)c2ccccc2)n1Cc1ccccc1)N(C)C (stereo not drawn)
2%	-3%	-3%	CC1(c2ccccc2)CCC(=O)NC1 (stereo not drawn)
9%	12%	-2%	CCn1ncc(C(=O)Nc2ccc([N+](=O)[O-])cc2OC)c1C
-1%	-19%	-6%	CCOc1ccc(S(=O)(=O)N2CCN(C(=O)c3ccc(Cl)c(S(=O)(=O)N4CCOCC4)c3)CC2)cc1
-2%	-7%	-3%	Clc1ccc2c(c1)C1CC2CCN1Cc1ccccc1 (stereo not drawn)
1%	1%	-1%	O=C(Nc1cccc2c1CCCC2)c1ccc(F)cc1
6%	-2%	-9%	O=S(=O)(c1ccccc1)N1CCNc2ccccc21
5%	-4%	-1%	Cc1ccc(S(=O)(=O)N2CCN(C(=O)COC(=O)c3ncc(Cl)c(Cl)c3Cl)CC2)c(C)c1
-5%	-1%	1%	Nc1nc(SCc2ccccn2)c2ncn(C3CCCC3)c2n1
4%	0%	0%	O=CNc1ccc2c(c1)Cc1cccc(NC=O)c1-2
0%	-7%	-8%	Nc1nnc2cc(Cl)ccc2n1
6%	-7%	?	CNc1c2cccc(C)c2nc2c(C(=O)NCCN(C)C)cccc12
1%	-3%	0%	COCC(=O)Nc1c(I)c(C(=O)NCC(O)CO)c(I)c(C(=O)N(C)CC(O)CO)c1I (stereo not drawn)
-4%	-20%	-5%	CN(CCc1ccccc1)C(=O)c1ccc(NC(=O)Cc2ccc(NC(=O)C3CCCN(C(=O)C4CCCCC4)C3)cc2)cc1 (stereo not drawn)
9%	-2%	-3%	O=C(CCSCCC(=O)NN=Cc1ccc(F)cc1)NN=Cc1ccc(F)cc1
0%	2%	0%	NC(=O)Cn1nc(-c2ccccc2)nc1-c1ccccc1
0%	0%	-1%	CC(Oc1ccccc1)C(=O)N1CCC2(CC1)Oc1ccc(F)cc1C(=O)C21CC(c2ccc(Cl)cc2)=NO1 (stereo not drawn)
10%	-5%	?	CCc1ccccc1N=Cc1c(C)c(C#N)c2[nH]c3ccccc3n2c1=O
6%	2%	0%	COc1cc(O)c(C(C)=O)c2c1C=CC(C)(C)O2
-25%	0%	-6%	CN1CCN(S(=O)(=O)c2cccc(C(=O)N(Cc3ccccc3)c3ccccc3)c2)CC1
-3%	3%	0%	CC(C)(C)c1ccc(OCC(O)CN2CCOCC2)cc1 (stereo not drawn)
-7%	-5%	-4%	CCOc1cccnc1Sc1ccccc1
0%	-5%	-9%	CN(C)N1C(=O)/C(=C/c2ccco2)SC1=Nc1ccccc1
4%	-3%	-7%	COc1ccc(S(=O)(=O)N2CCN(c3ncccn3)CC2)cc1
-2%	-3%	-1%	COc1cc(Cl)c(CNC[C@H]2O[C@@H](n3ccc(=O)[nH]c3=O)[C@H](O)[C@@H]2O)c(Cl)c1O
-6%	-9%	-1%	NS(=O)(=O)c1ccc(NC(=O)c2cccc3cc4ccccc4nc23)cc1
1%	-8%	-4%	CC1(C)CCC(=NNC(N)=S)CC1
-2%	-3%	-1%	C/C(=N\Nc1ccccn1)c1ccc(Br)s1

Carrying on:
TCR act	uPA generation	TSG101-PTAP inh	canonical_smiles
1%	7%	-4%	CCC1(C)Cc2c(sc3c2c(=O)n(C)c2nnc(SCC(=O)c4ccccc4)n32)CO1 (stereo not drawn)
-2%	1%	-6%	CC(C)C[C@H]1COCCS(=O)(=O)N1Cc1ccccc1F
-4%	-1%	-2%	CC(=O)Nc1c(C)ccc([N+](=O)[O-])c1C
-2%	1%	-4%	CCN1CCN(C(=O)/C=C/c2ccc(F)cc2)CC1
5%	10%	-7%	C=CCOc1ccc(/C=N/n2nnnc2N)cc1OC
10%	3%	-1%	O=C1CCCC2=C1C(c1cccc(Br)c1)n1nc(-c3ccco3)nc1N2 (stereo not drawn)
-8%	1%	-4%	COC(=O)C1C2CC(C(Br)C2Br)C1C(=O)O (stereo not drawn)
3%	-3%	-1%	Cc1c(C=NNc2ccccc2)[nH]c(=O)[nH]c1=O
0%	?	-1%	COc1ccc(S(=O)(=O)N2CCCCC2)cc1NC(=O)c1cccc(S(=O)(=O)N2CC(C)OC(C)C2)c1 (stereo not drawn)
-8%	0%	8%	CN(Cc1ccccc1)C(=O)c1ccc(NC(=O)Cc2ccc(NC(=O)C3CCN(C(=O)C4CCCCC4)CC3)cc2)cc1
0%	6%	-2%	OC(Cn1cncn1)(Cn1cncn1)c1ccc(F)cc1F
-2%	1%	2%	CC(=NNc1ccc([N+](=O)[O-])cn1)c1ccccc1
5%	1%	-1%	CC(=O)c1cn(C2OC(CO)C3OC(C)(C)OC32)c(=O)n(C)c1=O (stereo not drawn)
-11%	4%	-2%	COc1ccc(NC(=O)C(c2ccccc2)c2ccccc2)c(OC)c1

This is a subset (hit frequency here may not be typical).
